PGK inhibitor = inhibitors of T. brucei phosphoglycerate kinase; AID 602233; Potency, µM (series often up to 57.5 µM), without a hit: top-dose activity change, negative = inhibition, hits mostly inhibitors; P07378; PGK/GAPDH coupled, Kinase-Glo luminescence, 60 min; 380,000 compounds, 0.043% hits; note: % is set by controls: 0 for no effect and ±100 for the full control effect; nearly all actives have a fitted effect of over 60% in size
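Luminescent ATP detection (Kinase-Glo Plus) follows a 60-minute room-temperature incubation, with wells lacking PGK as controls. Buffer: 100 mM TEA (pH 7.6), 5 mM MgCl2, 0.01% Tween-20. Coupling enzyme GAPDH (100 nM final) supplies unstable 1,3-BPG in-well.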
BAZ2B block = BAZ2B (human) inhibition; Q9UIF8; AlphaScreen BAZ2B-H3K14Ac peptide displacement; Potency, µM (top dose mostly 114 µM), for inactives: top-dose activity change, negative = inhibition, most hits filed as inhibitors; 360,000 compounds, 4.4% hits; note: % is set by controls: 0 for no effect and ±100 for the full control effect; nearly all actives have a fitted effect of over 60% in size
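AlphaScreen luminescence quantifies BAZ2B engagement of H3K14Ac peptide; the protein and biotinylated peptide are both at 50 nM final, buffer PBS pH 7.4 with 0.01% Tween-20, all steps at room temperature.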
JMJD2A Tudor = inhibitors of human JMJD2A Tudor domain. O75164. AlphaScreen JMJD2A-Tudor / H3K4me3 peptide binding. Potency, µM (titrated, usually from 114 µM), without a hit: at the top dose activity change, negative = inhibition, actives largely listed as inhibitors. 390,000 compounds, 4.4% hits; note: % is set by controls: 0 for no effect and ±100 for the full control effect; nearly all actives have a fitted effect of over 50% in size
Pin1 inhibitor = human Pin1 inhibition. AID 504891. 390,000 compounds, 0.009% hits. Pin1 FP peptide displacement, HiFluor488, 10 min. Potency, µM (top dose mostly 115 µM), for the others: at the top dose activity, negative = inhibition, actives largely listed as inhibitors; active = well fitted inhibition curve with a large enough effect in the polarisation, with a control signal flat, not every such curve was filed as active; inconclusive = small, poorly fitted or top-dose-only effect, or effect the other way, or a change in a side signal; inactive = no such curve, though single readings can be large or run the other way; the % refers to the polarisation; note: % is set by controls: 0 for no effect and ±100 for the full control effect
POLI inh = DNA polymerase iota (human) inhibition; Q9UNA4; Pol iota fluorescent replication assay, 10 min; Potency, µM (series often up to 115 µM), for the others: at the top dose activity, negative = inhibition, usual class: inhibitors; 390,000 compounds, 1% hits
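Pol iota at 10 nM preincubated 15 min with compounds at room temperature; reaction started with fluorescent substrate, 50 nM final. Fluorescence read kinetically at 0 and 10 min; buffer-only wells as negative control.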
GLS inhibitor = inhibitors of human glutaminase (GLS); O94925; GLS enzymatic activity, qHTS titration; Potency, µM (top dose mostly 45.5 µM), inactives show top-dose activity change, negative = inhibition, most hits filed as inhibitors; 410,000 compounds, 0.21% hits; AID 624170; note: % is set by controls: 0 for no effect and ±100 for the full control effect
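Coupled fluorescence readout: glutamate oxidase/HRP/Amplex Red detect glutamate formed by hKGA from L-glutamine (1 mM solution added). Buffer 45 mM KH2PO4 pH 8.2, 0.02% Tween-20; reads at t0 and 30 min RT.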
BLM helicase inh = blocks DNA unwinding by human BLM helicase | P54132 | recombinant BLM DNA unwinding, fluorescence dequenching | Potency, µM (titrated, usually from 56.1 µM), without a hit: top-dose activity change, negative = inhibition, actives largely listed as inhibitors | 350,000 compounds, 0.2% hits;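 note: plate controls were vehicle for no effect and no enzyme for full effect; nearly all actives have a fitted effect of over 35% in size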
G9a inh = G9a (human) methyltransferase inhibition; G9a H3K9 monomethylation, AlphaScreen, 2 h; Potency, µM (titrated, usually from 102 µM), for the others: at the highest dose activity, negative = inhibition, usual class: inhibitors; 350,000 compounds, 8.8% hits; AID 504332; note: % is set by controls: 0 for no effect and ±100 for the full control effect; nearly all actives have a fitted effect of over 75% in size
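G9a (20 nM) was preincubated 15 min with compound, then reacted 2 h at room temperature with 500 nM biotin-H3K9 peptide and 20 µM SAM. Monomethyl-H3K9 detected by AlphaScreen using anti-H3K9me1 antibody.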
HP1b chromo inh = blocks HP1-beta chromodomain binding to methylated histone tails. AlphaScreen HP1-beta / biotin-H3K9me3 peptide binding. AID 540317. 390,000 compounds, 0.56% hits. P83916. Potency, µM (titrated, usually from 114 µM), without a hit: at the highest dose activity change, negative = inhibition, hits mostly inhibitors; note: nearly all actives have a fitted effect of over 70% in size; inactives centre near 23
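AlphaScreen: HP1-beta (50 nM) preformed 30 min with biotin-H3(1-18)K9me3 peptide (50 nM) in PBS pH 7.4, 0.01% Tween-20. Compound added for 30 min at RT, then streptavidin donor/nickel chelate acceptor beads (10 ug/mL) for 30 min.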
An asterisk follows results filed as active; i = inactive; u = inconclusive; x = not tested or not shown; [ ] = dose if it differs, or a comment. Unless noted, calls come from the whole dose curve; as a rule, active = well fitted curve in the direction sought with a large enough effect; inconclusive = small, poorly fitted or top-dose-only effect, or another doubt; inactive = no such curve, though single readings can be large; an effect the other way counts as inactive or inconclusive. Potency is the fitted concentration of half-maximal effect. A portion of the library; count on the stated rates, not on these rows.

Start of the data: the first four compounds, ahead of the listing:
SMILES	PGK inhibitor	BAZ2B block	JMJD2A Tudor	Pin1 inhibitor	POLI inh	GLS inhibitor	BLM helicase inh	G9a inh	HP1b chromo inh
Fc1ccccc1CNc1cc(Cl)cc(Cl)c1	15.4%	148.4%[activator]	275.5%[activator]	u	-5.3%	8.1%	-7.8%	u	125.4%[activator]
CCn1c(=O)cc(OCC(=O)NCCc2ccc(OC)c(OC)c2)c2ccccc21	-2.0%	-4.7%	3.7%	4.1%	10.3%	1.2%	-3.1%	-2.3%	29.9%
COc1ccc(-c2cn(CCN)c(-c3ccncc3)n2)cc1	i	-35.2%	-16.6%	-2.3%	2.9%	0.3%	x	-7.2%[2.33 µM]	32.7%
C/C(CC(=O)NC(C)(C)C)=N\NC(=O)COc1ccc(C)cc1Br	3.9%	-19.7%	-12.7%	-4.1%	146.0%[activator]	2.3%	-4.9%	-13.7%	24.5%

The listing, previewed entries included:
SMILES	PGK inhibitor	BAZ2B block	JMJD2A Tudor	Pin1 inhibitor	POLI inh	GLS inhibitor	BLM helicase inh	G9a inh	HP1b chromo inh
Fc1ccccc1CNc1cc(Cl)cc(Cl)c1	15.4%	148.4%[activator]	275.5%[activator]	u	-5.3%	8.1%	-7.8%	u	125.4%[activator]
CCn1c(=O)cc(OCC(=O)NCCc2ccc(OC)c(OC)c2)c2ccccc21	-2.0%	-4.7%	3.7%	4.1%	10.3%	1.2%	-3.1%	-2.3%	29.9%
COc1ccc(-c2cn(CCN)c(-c3ccncc3)n2)cc1	i	-35.2%	-16.6%	-2.3%	2.9%	0.3%	x	-7.2%[2.33 µM]	32.7%
C/C(CC(=O)NC(C)(C)C)=N\NC(=O)COc1ccc(C)cc1Br	3.9%	-19.7%	-12.7%	-4.1%	146.0%[activator]	2.3%	-4.9%	-13.7%	24.5%
Cc1cccc(C(=O)N2CCC(=O)N(C(COCc3ccc(Cl)cc3)Cc3ccccc3)CC2)c1 (stereo unspecified)	-2.8%	-6.3%	-10.1%	13.0%	8.1%	-6.1%	-9.9%	-20.3%	33.5%
C=CCOc1c(Br)cc(/C=N/NC(=O)Cc2ccc(C(F)(F)F)cc2[N+](=O)[O-])cc1OC	i	12.5%	-6.6%	-14.1%	155.8%[activator]	0.0%	0.2%	28.0%[59 µM]	17.8%
CCc1ccc(-n2nc(C)c3c(C)cc(=O)n(CC(=O)Nc4cc(C)ccc4C)c32)cc1	4.6%	-4.9%	-8.0%	-8.0%	u	-15.4%	1.1%	u	11.8%
O=C(Nc1ncc(Cc2ccccc2)s1)C1CCCO1 (stereo unspecified)	-1.1%	3.3%	-5.7%	1.4%	-22.9%	-4.8%	-2.7%	-18.8%	39.2%[activator]
COc1ccc(CNC(=O)c2c3c(nc4ccccc24)C(=O)N(C2CCCCC2)C3)c(OC)c1	7.0%	-11.5%	u	11.9%	5.9%	0.0%	-2.4%	-7.3%[59 µM]	-5.9%
CC(=O)c1cccc(NC(=O)C2=CN3CCS(=O)(=O)N=C3C=C2)c1	-6.1%	-3.1%	-12.7%	1.7%	22.4%	-1.0%	x	21.6%[12.7 µM]	28.7%
O=C(NCc1ccccc1)C(c1ccco1)N(C(=O)c1ccccn1)c1ccccc1 (stereo unspecified)	i	-21.8%	-16.8%	4.3%	118.9%[activator]	0.8%	-2.9%	u	5.8%
Cc1ccc(C(=O)NCCCN2CCN(CCCNC(=O)c3ccc(C)cc3)CC2)cc1	-2.2%	x	-9.9%	-0.2%	-3.8%	-9.2%	x	x	24.7%
C/C=C(\C)C(=O)NCCN1C2=NC[C@H](C)N2C[C@@H]1Cc1ccc(OC)cc1	-1.7%	-6.5%	-14.3%	0.5%	9.2%	-3.4%	14.7%	x	37.8%[activator]
Cc1c(C(=O)OC2CCCC2C)[nH]c2c1C(=O)CCC2 (stereo unspecified)	-6.1%	-4.9%	-29.6%	-0.4%	20.9%	0.9%	2.5%	u	20.6%
O=C(NCc1ccccc1)c1ccc2ccccc2n1	i	6.4%	-4.9%	-0.7%	44.3%[activator]	-1.3%	-0.7%	1.7%	2.3%
CCOc1ccc(NC(=O)c2cnn3c2NC(c2cccc(OC)c2)=CC3c2ccccc2)cc1 (stereo unspecified)	-0.9%	-6.8%	-13.8%	0.5%	-3.6%	-0.3%	-3.9%	-4.1%[59 µM]	26.7%
CCn1c(C(C)NC(=O)c2ccc(C)cc2)n[nH]c1=S (stereo unspecified)	-1.9%	-2.3%	6.31µM*	-1.1%	21.3%	1.9%	2.0%	39.8µM*	14.6%
Cc1ccc(NC(=O)CN2C(=O)C(=O)N(C3CCCC3)C2=O)cc1Cl	-2.6%	-6.2%	3.0%	-2.9%	-12.7%	-8.3%	x	-8.9%[12.7 µM]	32.2%
Cc1cc2nc3c(=O)n(CCc4ccccc4)c(=O)[nH]c3nc2cc1N	-10.2%	-11.7%	-18.6%	x	42.3%[activator]	8.8%	-11.2%	-3.9%	14.2%
COc1ccc(-c2nnnn2C)cc1S(=O)(=O)Nc1ccc(C)cc1C	-2.4%	-2.8%	-12.9%	x	40.9%[activator]	19.7%	-3.6%	-2.2%	11.8%[57 µM]
CC(C)(C)NC(=O)NC(=O)COC(=O)C1(C)CC1(Cl)Cl (stereo unspecified)	-4.3%	-11.6%	-10.8%	-3.6%	20.2%	-5.3%	-8.3%	1.6%[12.7 µM]	9.8%
COc1ccc(S(=O)(=O)Nc2cccc(-c3ccc(N4CCCC4)nn3)c2)c(OC)c1	i	-10.0%	-30.0%	0.1%	10.1%	14.2%	0.3%	7.94µM*	-34.5%[57 µM]
Cc1ccccc1NC(=O)Cn1c(=O)n(CCCCC(=O)NCc2ccccc2Cl)c(=O)c2ccccc21	-6.3%	1.2%	-7.8%	0.4%	-8.7%	7.0%	-4.5%	-25.2%[59 µM]	30.7%
Cn1cc(-c2nnnn2-c2ccccc2)c(=O)c2ccccc21	1.6%	-5.0%	2.7%	4.2%	24.3%	-11.5%	1.1%	1.9%[59 µM]	32.7%
CNC(=O)/C(=C\c1ccco1)NC(=O)c1ccco1	-1.2%	12.0%	-5.6%	-10.8%	109.4%[activator]	2.9%	-2.5%	-15.5%	33.8%
CC(C)=CCN1CCN(Cc2cc(F)ccc2-n2nc(C)cc2C)CC1CCO (stereo unspecified)	1.9%	-12.0%	-12.5%	-3.9%	-11.0%	0.6%	-2.4%	-48.6%	22.7%
O=C(CSc1nc2ncc(Br)cc2[nH]1)c1ccc([N+](=O)[O-])cc1	-2.4%	u	u	-7.1%	-3.0%	0.1%	-4.2%	14.1µM*	u
COc1ccccc1CCNC(=O)CN1C(=O)NC2(CCCC2)C1=O	i	8.3%	-5.5%	-9.1%	17.3%	-13.6%	x	8.4%[0.501 µM]	46.9%[activator]
CCOC(=O)c1[nH]c(C)c(/C(O)=C2\C(=O)C(=O)N(CCN(C)C)C2c2ccncc2)c1C (stereo unspecified)	1.0%	-8.7%	-11.8%	-3.0%	3.9%	2.5%	-1.2%	-48.7%[12.7 µM]	21.6%
CC/C(=N\NC(=O)c1ccc(Br)cc1)c1ccccc1	-4.4%	-11.1%	-17.9%	3.1%	19.9%	0.9%	-3.2%	x	40.8%[activator]
O=C(Oc1ccccc1C(=O)N1CCOCC1)c1ccc(F)cc1	-0.7%	-9.9%	-6.8%	1.0%	22.7%	0.0%	-0.3%	8.8%	28.3%
COc1ccc(C(=O)NNC(=O)c2cc3ccccc3cc2O)cc1	i	x	-25.6%	12.5%	10.5%	5.5%	x	x	22.8%
N#Cc1ccc(NS(=O)(=O)c2ccc(-c3cnc(C4CC4)o3)cc2)cc1	i	-10.2%	-11.6%	-12.9%	u	-13.2%	0.1%	17.1%[59 µM]	-1.1%
COc1ccc(CN2CC(C(=O)NCc3cccc(OC)c3)CC2=O)cc1 (stereo unspecified)	5.0%	0.8%	1.9%	12.1%	5.2%	3.1%	2.4%	1.1%[59 µM]	16.1%
Cc1ccc(-c2nnc(SCC(=O)Nc3sc(C)c(C)c3C#N)n2C)cc1	6.7%	3.4%	2.4%[57.1 µM]	40.8%[activator]	9.5%	10.2%	-8.3%	u	6.3%
NC(=O)N/N=C/c1cccc(OCc2ccc(F)cc2)c1	0.6%	10.3%	2.7%	2.8%	59.6%[activator]	5.9%	0.3%	-6.0%	20.3%
CCCCN1C(=O)C(=Nc2cccc3cnccc23)c2ccccc21	-1.7%	28.2µM*	u	2.9%	246.3%[activator]	28.7%	-6.9%	44.7µM*	u
N=c1oc2ccc([N+](=O)[O-])cc2cc1C(=O)NCc1ccccc1	-5.3%	1.9%	-18.6%	-2.4%	-11.0%	2.8%	-2.1%	3.0%	17.8%
C=CCn1c(SCC(=O)Nc2ccc(C)cc2C)nnc1-c1cccnc1	-1.6%	-0.1%	-4.9%	1.5%	1.9%	22.4%	-0.2%	9.0%	43.6%[activator]
O=C1C2CCCCN2C(=O)N1CCCCN1CCN(c2cccc(Br)c2)CC1 (stereo unspecified)	i	-21.4%	-11.0%	-0.5%	-5.8%	7.8%	0.4%	-22.5%	27.2%
CCCCC(=O)NC(NC(=O)CCCC)c1ccc(OCC(C)C)c(OC)c1	-4.1%	-12.4%	-5.5%	-1.9%	-3.2%	9.9%	-7.1%	6.9%[59 µM]	46.3%[activator]
Cc1nc(CNS(=O)(=O)c2ccc3c(c2)CCCC3)cs1	0.7%	6.4%	-0.7%	-2.2%	11.1%	3.3%	2.1%	u	29.4%
COc1ccc(NC(=O)C2CCCN(S(=O)(=O)c3ccc4c(c3)CCCC(=O)N4)C2)c(OC)c1 (stereo unspecified)	-2.2%	6.3%[57.1 µM]	-20.7%	-9.7%	25.0%	-3.6%	0.3%	-4.9%[59 µM]	-11.2%

Screening data as filed in PubChem.
